# Pin1 inh = blocks the human prolyl isomerase Pin1; Q13526; Pin1 FP peptide displacement, HiFluor488, 10 min; Potency, µM (series often up to 115 µM), for the others: top-dose activity, negative = inhibition, usual class: inhibitors; hit rate 0.009% among 390,000; active means well fitted inhibition curve with a large enough effect in the polarisation, with a control signal flat, not every such curve was filed as active; inconclusive means small, poorly fitted or top-dose-only effect, or effect the other way, or a change in a side signal; inactive means no such curve, though single readings can be large or run the other way; the % refers to the polarisation; further: on the % scale 0 is the no-effect control and ±100 the full control effect
# Target sequence (Q13526 whole entry, looked up): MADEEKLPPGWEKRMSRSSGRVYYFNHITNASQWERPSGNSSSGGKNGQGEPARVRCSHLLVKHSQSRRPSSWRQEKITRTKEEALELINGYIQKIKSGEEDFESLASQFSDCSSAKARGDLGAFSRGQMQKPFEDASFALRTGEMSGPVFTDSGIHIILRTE
# JMJD2A Tudor inh = inhibitors of human JMJD2A Tudor domain. O75164. AlphaScreen JMJD2A-Tudor / H3K4me3 peptide binding. Potency, µM (highest dose often 114 µM), without a hit: at the highest dose activity change, negative = inhibition, actives largely listed as inhibitors. hit rate 4.4% among 390,000; further: on the % scale 0 is the no-effect control and ±100 the full control effect; nearly all actives have a fitted effect of over 50% in size
# ERG-DNA inh = blocks human ERG Ets domain binding to DNA. P11308. fluorescence polarization, His-ERG Ets domain / labelled DNA. Potency, µM (doses to about 76.9 µM), for inactives: at the top dose FP activity, negative = inhibition, most hits filed as inhibitors. hit rate 0.028% among 370,000. AID 624246; active means well fitted inhibition curve with a large enough effect in the polarisation, with a control signal flat; inconclusive means small, poorly fitted or top-dose-only effect, or effect the other way, or a change in a side signal; inactive means no such curve, though single readings can be large or run the other way; the % refers to the polarisation;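 further: polarization taken with two DNA probes labelled with fluorescein and Texas red; % of control where 0% means no effect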
#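 His-tagged ERG Ets domain (1 uM in the protein solution; 300mM KCl, 50mM Tris-HCl, 1mM EDTA, 1mM DTT, pH 7.5) received compound, then a probe mix of 5 nM fluorescein-DNA and 100nM Texas-615-DNA. Fluorescence polarization was read for both dyes.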
# RGS4 inhibitor = inhibitors of human regulator of G protein signaling 4. Potency, µM (top dose mostly 114 µM), for the others: at the top dose activity change, negative = inhibition, usual class: inhibitors. P49798. hit rate 0.039% among 390,000. AID 504845. Transcreener GDP fluorescence polarization, RGS4-accelerated GTP hydrolysis; further: on the % scale 0 is the no-effect control and ±100 the full control effect; nearly all actives have a fitted effect of over 75% in size; some results filed as inactive show a strong effect at the top dose
#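 MLSMR compounds (23 nl, pin-transferred) preincubated 10 min at room temperature with a 500nM (2x) first reagent, then RGS4 at 900nM (2x) plus Transcreener GDP mix added; fluorescence polarization (620/688 nm) read before and after 90 min at 30 °C.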
# HP1b binding inh = HP1-beta chromodomain-methylated histone interaction inhibition; AlphaScreen HP1-beta / biotin-H3K9me3 peptide binding; Potency, µM (series often up to 114 µM), for the others: top-dose activity change, negative = inhibition, usual class: inhibitors; hit rate 0.56% among 390,000; further: nearly all actives have a fitted effect of over 70% in size; inactives centre near 23
# Target sequence (P83916 whole entry, looked up): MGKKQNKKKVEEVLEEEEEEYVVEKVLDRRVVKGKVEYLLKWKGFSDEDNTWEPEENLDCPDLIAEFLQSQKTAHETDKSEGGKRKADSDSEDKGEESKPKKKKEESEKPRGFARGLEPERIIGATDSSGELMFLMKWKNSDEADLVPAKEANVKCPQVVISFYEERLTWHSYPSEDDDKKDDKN
#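 Compound inhibition of the preformed complex between 50 nM HP1-beta and 50 nM biotinylated H3K9me3 peptide was read by AlphaScreen. Buffer was PBS pH 7.4 with 0.01% Tween-20. Incubations ran 30 min at room temperature, with 10 ug/mL donor/acceptor beads.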
# rTrxR1 inhibitor = inhibitors of rat thioredoxin reductase 1; AID 588453; Potency, µM (highest dose often 114 µM), for the others: top-dose activity change, negative = inhibition, actives largely listed as inhibitors; hit rate 1% among 390,000; O89049; recombinant rTrxR1, NADPH fluorescence consumption, selenite substrate; further: on the % scale 0 is the no-effect control and ±100 the full control effect; nearly all actives have a fitted effect of over 65% in size
#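 Rat TrxR1 (90 nM in the dispensed reagent) was pre-reduced with 400 uM NADPH for 5 min at room temperature, then incubated with compound for 15 min. After 400 uM selenite was added, NADPH fluorescence (Ex 340/Em 450 nm) was followed for 8 min.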
# Tb PGK inh = blocks T. brucei phosphoglycerate kinase | PGK/GAPDH coupled, Kinase-Glo luminescence, 60 min | Potency, µM (highest dose often 57.5 µM), inactives show at the highest dose activity change, negative = inhibition, usual class: inhibitors | hit rate 0.043% among 380,000; further: on the % scale 0 is the no-effect control and ±100 the full control effect; nearly all actives have a fitted effect of over 60% in size
#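 Luminescent ATP detection (Kinase-Glo Plus) follows a 60-minute room-temperature incubation, with wells lacking PGK as controls. Buffer: 100 mM TEA (pH 7.6), 5 mM MgCl2, 0.01% Tween-20. Coupling enzyme GAPDH (100 nM final) supplies unstable 1,3-BPG in-well.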
# GLS inh = glutaminase GLS (human) inhibition; O94925; GLS enzymatic activity, qHTS titration; Potency, µM (highest dose often 45.5 µM), inactives show at the top dose activity change, negative = inhibition, most hits filed as inhibitors; hit rate 0.21% among 410,000; further: on the % scale 0 is the no-effect control and ±100 the full control effect
# Target sequence (O94925 whole entry, looked up): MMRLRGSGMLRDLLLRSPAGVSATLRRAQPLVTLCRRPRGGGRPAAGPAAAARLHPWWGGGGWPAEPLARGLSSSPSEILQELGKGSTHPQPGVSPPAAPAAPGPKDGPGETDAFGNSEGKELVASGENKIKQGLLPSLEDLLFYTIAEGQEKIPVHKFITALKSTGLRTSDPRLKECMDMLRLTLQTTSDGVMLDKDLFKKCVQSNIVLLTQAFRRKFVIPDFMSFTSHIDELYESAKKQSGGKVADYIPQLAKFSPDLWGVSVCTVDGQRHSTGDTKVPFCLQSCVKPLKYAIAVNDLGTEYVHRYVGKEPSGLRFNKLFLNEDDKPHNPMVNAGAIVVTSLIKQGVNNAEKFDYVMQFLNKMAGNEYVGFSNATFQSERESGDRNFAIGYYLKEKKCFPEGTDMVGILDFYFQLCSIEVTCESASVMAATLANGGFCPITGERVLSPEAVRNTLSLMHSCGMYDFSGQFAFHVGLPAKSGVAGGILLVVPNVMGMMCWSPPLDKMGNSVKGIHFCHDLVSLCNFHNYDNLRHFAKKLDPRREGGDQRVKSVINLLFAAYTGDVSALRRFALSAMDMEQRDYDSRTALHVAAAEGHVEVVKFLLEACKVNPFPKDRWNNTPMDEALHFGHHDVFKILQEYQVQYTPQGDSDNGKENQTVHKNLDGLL
#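 hKGA; 45 mM KH2PO4 pH 8.2 + 0.02% Tween-20; cpd via pin tool; 1 mM Gln soln; GluOx/HRP/Amplex Red; RT 30 min; fluor. t0 & final.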
# 12-LOX inh = ALOX12 (human) lipoxygenase inhibition; purified 12hLO, xylenol orange hydroperoxide absorbance; Potency, µM (series often up to 108 µM), without a hit: at the top dose activity change, negative = inhibition, actives largely listed as inhibitors; P18054; hit rate 1.1% among 580,000; further: on the % scale 0 is the no-effect control and ±100 the full control effect
#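 Purified human 12hLO (150 nM final) in 25 mM Hepes, 0.01% Triton X-100, pH 7.0 was preincubated 15 min at room temperature with compound. Then 40 uM arachidonic acid was added, 30 min. Hydroperoxide was read by Fe-XO absorbance ratio 573/405 nm.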
# The depositor's hits bear a star; i = inactive; u = inconclusive; x = no result given; & = joins results of further samples; [ ] = remark or other dose. Unless noted, the call rests on the fitted dose curve; in most records, active means well fitted curve in the direction sought with a large enough effect; inconclusive means small, poorly fitted or top-dose-only effect, or another doubt; inactive means no such curve, though single readings can be large; an effect the other way counts as inactive or inconclusive. Potency means the concentration at half of the fitted maximal effect.
canonical_smiles	Pin1 inh	JMJD2A Tudor inh	ERG-DNA inh	RGS4 inhibitor	HP1b binding inh	rTrxR1 inhibitor	Tb PGK inh	GLS inh	12-LOX inh
CC(C)c1ccccc1NC(=O)CNC(C)c1ccc(F)cc1 (stereo unspecified)	-10%	1%	-7%	-7%	36%	9%[57.1 µM]	-2%	0%	-9%
CN(C)S(=O)(=O)n1cc(/C=C(\NC(=O)c2ccccc2Cl)C(=O)N2CCOCC2)c2ccccc21	9%	10%	16%	5%	47%[activator]	11%	-5%	-6%	-4%
Nc1nc(SCc2ccc([N+](=O)[O-])cc2)nc2nc3c(cc12)CCCC3	24%	-15%	12%	7%	25%	-4%	10%	22%	-3%
COCCOC(=O)C1=C(N)OC2=C(C(=O)CC(C)(C)C2)C1c1cccnc1 (stereo unspecified)	-3%	-1%	9%	-7%	37%	12%	10%	4%	-4%
COC(=O)[C@]1(Cc2ccccc2)N[C@H](c2ccc(SC3CCCCC3)c(OC)c2)[C@@H]2C(=O)N(C)C(=O)[C@@H]21	24%	-28%	1%	-5%	45%[activator]	3%[57.1 µM]	i	-2%	-8%
Cc1ccc(CC(=O)NCCc2ccc(S(N)(=O)=O)cc2)cc1	-17%	-1%	5%	22%	13%	15%	-5%	1%	i
Cc1ccc(NC(=O)CSC2=C(C#N)C(c3ccco3)CC(=O)N2)cc1 (stereo unspecified)	-2%	-14%	3%	10%	24%	-10%	-6%	7%	u
Cn1c(SCC(=O)Nc2ccc(F)cc2)nc2c(c1=O)SCC2	-6%	-16%	-9%	-26%	27%	12%	-8%	-1%	u
CCCNS(=O)(=O)c1ccc(CCC(=O)N2CCN(c3ccc(OC)cc3)CC2)cc1	0%	-24%	x	19%	-7%	11%	-7%	-10%	-4%[57.4 µM]
Cc1ccc(C)c(NC(=O)CSc2nnc(-c3ccncc3)n2N)c1	-1%	-11%	7%	-8%	11%	8%	-2%	-10%	-4%
S=C(Nc1cccnc1)N1CCN(c2ccccc2Cl)CC1	-2%	-20%	9%	-12%	-6%	-3%[57.1 µM]	9%	5%	-2%
O=C(NNc1c(Cl)cncc1Cl)c1cccs1	1%	6%	7%	14%	27%	10%	3%	17%	u
Cc1cc(C)cc(N(CC(=O)N2CCn3c2nc2ccccc23)S(=O)(=O)c2c(C)noc2C)c1	-4%	-14%	6%	-19%	30%	17%	-4%	2%	7%
O=C(NCCCN1CCOCC1)c1onc(CSc2ccc(F)c(F)c2)c1C(=O)NCCCN1CCOCC1	-1%	-26%	5%	4%	20%	-2%[57.1 µM]	-10%	-2%	-1%
CNC(=S)N1CCN(c2ccccn2)CC1	2%	-9%	6%	-5%	16%	-2%[57.1 µM]	-8%	5%	-1%
CC(C)(C)NC(=O)c1cc(C(C)(C)C)c(O)c(C(C)(C)C)c1	0%	-17%	-9%	9%	11%	-9%	0%	4%	9%
CCCCNc1c(C(=O)OCC)c(C)nc2c1cnn2CC	-3%	12%	-12%	u	61%[activator]	u	-2%	-4%&2%	u
O=C(Nc1nc2ccc(Oc3ccccc3)cc2s1)c1cc([N+](=O)[O-])ccc1N1CCOCC1	-3%	-32%	-11%	-42%	-1%	10%[57.1 µM]	-9%	-6%	0%
COc1ccc(CC(=O)Nc2nc3c(s2)CCCC3)cc1	u	-36%	-4%	1%	-11%	18%	9%	-7%	u
C=CCN(Cc1cccs1)C(=O)CN1CCN(S(=O)(=O)c2ccc3c(c2)OCCCO3)CC1	5%	-11%	13%	-13%	70%[activator]	7%	-10%	0%	2%
COc1ccc(-c2noc(CCC(=O)NCCCN3CCN(c4ccccc4F)CC3)n2)cc1	-2%	-12%	-5%	24%	24%	-4%	-3%	-1%	-2%
O=C(NC(=S)Nc1ccc(N2CCOCC2)cc1)c1ccc(Cl)cc1	-11%	-11%	-6%	-39%	-12%	u	-7%	7%	-10%
CC(C)CCNc1c(-c2cccs2)nc2ccccn12	8%	-14%	4%	-11%	24%	19%	5%	16%	-5%
COc1cccc(Cn2c(Oc3cccc(C)c3)nc3c2c(=O)n(C)c(=O)n3C)c1	-3%	-34%	-8%	-15%	-8%	8%[57.1 µM]	-1%	0%	0%
CC(NC(=O)c1cccs1)c1ccc(Br)cc1 (stereo unspecified)	5%	u	4%	-8%	4%	17%[57.1 µM]	-2%	5%	u
CCN(C(=O)COC(=O)c1cnccn1)c1cccc2ccccc12	1%	-5%	-9%	-8%	20%[57 µM]	-3%[2.29 µM]	-1%	1%	-8%
O=C(Nc1ccc(CN2CCCCC2)cc1)c1cccc(Br)c1	2%	-14%	15%	12%	8%	5%[57.1 µM]	8%	-3%	-11%
Cc1ccc(CS(=O)(=O)Cc2ccc(C(=O)NC3CC3)o2)cc1	0%	-12%	-3%	-10%	21%[57 µM]	13%	5%	-8%	4%
CCOC(=O)CNC(=O)Nc1ccccc1C(=O)OC	-2%	7%	-5%	-16%	37%	18%	5%	-1%	-11%
CCOC(=O)COc1cccc2c(=O)n(CC(=O)N3CCCc4ccccc43)ccc12	1%	-10%	3%	-4%	24%	5%[57.1 µM]	-8%	2%	34%[activator]
Cc1nc2cc3c(cc2c(C)c1C(=O)OC(C)C)OCO3	-1%	6%[57.1 µM]	-2%	-24%	30%	4%	5%	8%	u
COC(=O)Nc1sc2c(c1C(=O)NCc1ccco1)CCC2	6%	56µM*	6%	-15%	-3%	-23%	i	26%	-9%
O=C(CN(C(=O)CCC(=O)Nc1ccccn1)c1ccc(F)cc1)NCc1ccco1	6%	-9%	-2%	-23%	27%	7%	-4%	-3%	-10%
CCCSc1ccc(C(=O)Nc2ccc(Cl)cc2)cn1	1%	-8%	8%	6%	30%	17%	5%	-3%	-6%
CN(CC(=O)Nc1ccc(S(=O)(=O)N2CCCC2)cc1)Cc1cccc(Cl)c1Cl	14%	-9%	8%	-10%	23%	1%	-6%	6%	-19%
OCC(O)C1OCOC(C(O)CO)C1O (stereo unspecified)	-9%	-10%	-1%	0%	21%	1%	0%	14%	11%
Cc1c(OCC(=O)N2CCC[C@@H]2C(=O)O)ccc2c3c(c(=O)oc12)CCC3	-3%	-18%	-4%	12%	18%	-4%	9%	-1%	31%
O=C(Cn1cncc1-c1ccc([N+](=O)[O-])cc1)Nc1ccccc1F	7%	-36%	23%	-11%	-12%	14%	-1%	1%	-21%
COCCCNc1nc2nonc2nc1N1CCN2CCCC2C1 (stereo unspecified)	0%	-11%	-8%	-1%	19%	6%	-6%	10%	12%
Cc1ccc(CN2C(=O)CCC2C(=O)NC(C)C)cc1 (stereo unspecified)	-8%	-9%	0%	17%	21%	13%	-1%	4%	8%
N#Cc1cc(-c2ccc(Cl)cc2)cnc1Sc1ccc(F)cc1	-1%	-8%	-3%	3%	31%[activator]	39%[activator]	23%	-5%	11%
CCc1ccccc1NC(=O)c1cc2nc(-c3ccc(Br)cc3)cc(C(F)(F)F)n2n1	-16%	1%	-4%	10%	28%	7%[57.1 µM]	-11%	u	u
CCCCOC(=O)Oc1ccc2c(=O)c(Oc3cc(C)cc(C)c3)coc2c1	19%	-9%	0%	29%	26%	-7%	1%	15%	-17%
CCOc1ccc(NC(=O)CC2C(=O)N(c3cccc(C)c3)C(=O)N2Cc2cccnc2)cc1 (stereo unspecified)	0%	4%	-7%	-5%	50%[activator]	2%	-1%	1%	-12%
CN1CCN(Cc2nc3ccccc3c(=O)n2CC#N)CC1	-2%	-14%	-1%	17%	21%	26%	x	2%	-23%
CC(=O)Nc1ccc(S(=O)(=O)NCc2csc(-c3cccnc3)n2)cc1	1%	2%	1%	-14%	53%[activator]	24%	-2%	6%	147%[activator]
Cc1ccc(/C=N/N2CCN(c3ccc(Cl)cc3)CC2)o1	-2%	-27%	8%	u	-5%	-13%	-2%	16%	12%
Cc1cn2c(=O)c(S(=O)(=O)Nc3ccc(OC(F)(F)F)cc3)c(C)nc2s1	0%	-8%	1%	24%	40%[activator]	-16%	10%	-6%	-17%
CCC(c1nnnn1C(C)(C)C)N(Cc1ccco1)Cc1cc2cccc(C)c2[nH]c1=O (stereo unspecified)	2%	-35%	-6%	13%	-3%	-16%	6%	26%	-20%
O=C(Nc1ccc(F)cc1)N(Cc1ccco1)Cc1cc2cc3c(cc2[nH]c1=O)OCO3	20%	-32%	-3%	-7%	-2%	44%[activator]	-10%	2%	471%[activator]
CCOC(=O)C1CCCN(C(=O)c2[nH]c3ccccc3c2Sc2ccc(Cl)cc2)C1 (stereo unspecified)	-2%	-33%	-3%	21%	22%	7%	-6%	-11%	-25%
Cc1cc(C)n(-c2ccc(OCC(=O)O)nn2)n1	-5%	-11%	-1%	-18%	42%[activator]	7%	i	5%	0%
COP(=O)(c1ccc(N(C)C)cc1)C(O)c1ccccc1 (stereo unspecified)	0%	-11%	-11%	-2%	5%	33%[57.1 µM]	-6%	-1%	0%
O=C(NCCc1c[nH]c2ccccc12)c1ccc(Br)o1	-1%	-26%	12%	2%	16%	-7%	-10%	14%	8%

# A portion of the library. The share of hits here may be higher or lower than overall.
